ERK AVP inh = blocks ERK signaling stimulated by vasopressin | Potency, µM (top dose mostly 57.5 µM), inactives show at the highest dose activity, negative = inhibition, actives largely listed as inhibitors | HEK293-V1b, vasopressin-stimulated pERK AlphaScreen | 72,000 tested, 0.99% active; further: potency means the concentration at half of the fitted maximal effect; on the % scale 0 is the no-effect control and ±100 the full control effect; nearly all actives have a fitted effect of over 55% in size
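HEK293 cells stably expressing V1b receptor, preincubated 30 min at 37 °C with compound, then stimulated 5 min with 25 nM vasopressin. Phospho-ERK by AlphaScreen SureFire after 5 h RT; normalized to DMSO and vasopressin; AC50 by Hill fit.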
4MU fluor = compound fluoresces in the 4-MU spectral region; compound autofluorescence, 340/450 nm, 4-MU equivalents; active compounds read high; max dye-equivalent concentration, M; 59,000 tested, 11% active; in the data active means max dye-equivalent concentration above about 10 nM; inconclusive means mostly about 1.1 nM to 9.6 nM
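Compounds in 100 mM Tris, pH 8.0, sat 15 min at room temperature before fluorescence was read at 340 nm excitation/450 nm emission; a per-plate six-point 4-MU standard curve converted signals to dye-equivalent concentration at each compound concentration.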
Texas Red fluor = Texas Red region autofluorescence. Compound fluorescence, Texas Red channel, 547/618 nm; active compounds read high. max dye-equivalent concentration, M. 59,000 tested, 0.06% active; in the data active means max dye-equivalent concentration above about 10 nM; inconclusive means between about 1.1 nM and that limit
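Dye-equivalent concentrations come from scaling compound signal (ex 547, em 618 nm) to six Texas Red standard concentrations run on every plate, after 15 min room-temperature incubation in pH 8.0 Tris (100 mM).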
Luciferase inh = inhibitors of firefly luciferase; AID 411; Potency, µM (doses to about 57.1 µM), inactives show at the top dose activity change, negative = inhibition, hits mostly inhibitors; 72,000 tested, 2.2% active; P08659; purified firefly luciferase, luminescence, 8 min; further: potency means the concentration at half of the fitted maximal effect; on the % scale 0 is the no-effect control and ±100 the full control effect; nearly all actives have a fitted effect of over 40% in size
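Substrate buffer containing 10 uM ATP (pH 7.2 imidazole, Mg2+, KCl, detergent, BSA) is dispensed, compound pinned in, then luciferase/luciferin detector mix added. After 8 min at ambient temperature, light output is measured.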
A350 autofl = A350 region autofluorescence; 59,000 tested, 11% active; max dye-equivalent concentration, M; Compound autofluorescence, 340/450 nm, Alexa 350 dye-equivalents; active compounds read high; in the data active means max dye-equivalent concentration above about 10 nM; inconclusive means mostly about 1.1 nM to 9.6 nM
HEK293 cAMP ctrl = counter-screen for TSHR agonists: cAMP increase in parental HEK293. 73,000 tested, 2.5% active. parental HEK293 CNG cAMP sensor, membrane potential fluorescence. Potency, µM (highest dose often 57.1 µM), for inactives: at the highest dose activation, actives largely listed as activators; further: potency means the concentration at half of the fitted maximal effect; % of control where 0% means no effect; nearly all actives have a fitted effect of over 55% in size
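Counterscreen for endogenous-receptor signalling: CNG-channel HEK 293 cells report cAMP rise by membrane depolarization. After 60 min dye equilibration with 100 uM RO 20-1724, compounds incubated 30 min before bottom-read fluorescence at 590 nm.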
Casp7 inh = caspase-7 (human) inhibition, allosteric or competitive; 75,000 tested, 0.02% active; AID 889; Potency, µM (series often up to 57.5 µM), without a hit: at the top dose activity change, negative = inhibition, usual class: inhibitors; recombinant caspase-7, Ac-DEVD-AFC fluorescence rate; active means well fitted inhibition curve with a large enough effect in the main read-out, with a control signal flat, not every such curve was filed as active; inconclusive means small, poorly fitted or top-dose-only effect, or a change in a side signal; further: potency means the concentration at half of the fitted maximal effect; % of control where 0% means no effect
Fluorescein autfl = compound fluoresces in the fluorescein spectral region | 59,000 tested, 0.91% active | Compound autofluorescence, 480/540 nm, fluorescein-equivalent; active compounds read high | max fluorescein-equivalent concentration, M; in the data active means max fluorescein-equivalent concentration above about 10 nM; inconclusive means between about 1.1 nM and that limit
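Fluorescein stocks ranging 3 mM down to 300 nM, plus DMSO blanks, were pinned alongside compounds to build a per-plate standard curve. Buffer: 100 mM Tris, pH 8.0. Incubation 15 min, room temperature; filters 480/540 nm.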
Rhodamine autofl = compound fluoresces in the rhodamine spectral region; Rhodamine-region fluorescence, 547/598 nm, Tris buffer; active compounds read high; max dye-equivalent concentration, M; 59,000 tested, 0.05% active; AID 594; in the data active means max dye-equivalent concentration above about 11 nM; inconclusive means between about 1.1 nM and that limit
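qHTS spectral profiling of compounds without any target or enzyme present, in pH 8.0 Tris buffer; plates were read after a 15-minute room-temperature incubation using the rhodamine-region filter set.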
Casp1 inh = blocks human caspase-1 allosterically or competitively; P29466; Caspase-1 enzyme, Ac-WEHD-AFC fluorogenic rate; Potency, µM (top dose mostly 57.5 µM), for inactives: at the highest dose activity change, negative = inhibition, actives largely listed as inhibitors; 75,000 tested, 0.03% active; AID 900;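 further: potency means the concentration at half of the fitted maximal effect; plate controls were vehicle for no effect and no substrate for full effect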
Target sequence (P29466 120-297 limits assumed): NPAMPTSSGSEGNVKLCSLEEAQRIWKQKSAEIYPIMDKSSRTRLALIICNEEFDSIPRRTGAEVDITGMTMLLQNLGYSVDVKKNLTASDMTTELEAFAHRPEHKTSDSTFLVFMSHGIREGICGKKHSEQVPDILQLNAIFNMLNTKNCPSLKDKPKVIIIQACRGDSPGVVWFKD
Target sequence (P29466 317-404 limits assumed): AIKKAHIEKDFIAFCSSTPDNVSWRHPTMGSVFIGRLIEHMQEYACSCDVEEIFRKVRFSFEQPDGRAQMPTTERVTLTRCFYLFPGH
Tau fil binding = binders of human tau filaments | AID 596 | Potency, µM (top dose mostly 57.1 µM), without a hit: top-dose activity change, negative = inhibition | recombinant tau filaments, thioflavin S fluorescence, 15 h; filaments grown with octadecylsulfate alongside compound | 71,000 tested, 2% active;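 further: potency means the concentration at half of the fitted maximal effect; on the % scale 0 is the no-effect control and ±100 the full control effect; actives lower thioflavin S fluorescence by blocking filaments or displacing dye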
Target sequence (P10636 whole entry, looked up): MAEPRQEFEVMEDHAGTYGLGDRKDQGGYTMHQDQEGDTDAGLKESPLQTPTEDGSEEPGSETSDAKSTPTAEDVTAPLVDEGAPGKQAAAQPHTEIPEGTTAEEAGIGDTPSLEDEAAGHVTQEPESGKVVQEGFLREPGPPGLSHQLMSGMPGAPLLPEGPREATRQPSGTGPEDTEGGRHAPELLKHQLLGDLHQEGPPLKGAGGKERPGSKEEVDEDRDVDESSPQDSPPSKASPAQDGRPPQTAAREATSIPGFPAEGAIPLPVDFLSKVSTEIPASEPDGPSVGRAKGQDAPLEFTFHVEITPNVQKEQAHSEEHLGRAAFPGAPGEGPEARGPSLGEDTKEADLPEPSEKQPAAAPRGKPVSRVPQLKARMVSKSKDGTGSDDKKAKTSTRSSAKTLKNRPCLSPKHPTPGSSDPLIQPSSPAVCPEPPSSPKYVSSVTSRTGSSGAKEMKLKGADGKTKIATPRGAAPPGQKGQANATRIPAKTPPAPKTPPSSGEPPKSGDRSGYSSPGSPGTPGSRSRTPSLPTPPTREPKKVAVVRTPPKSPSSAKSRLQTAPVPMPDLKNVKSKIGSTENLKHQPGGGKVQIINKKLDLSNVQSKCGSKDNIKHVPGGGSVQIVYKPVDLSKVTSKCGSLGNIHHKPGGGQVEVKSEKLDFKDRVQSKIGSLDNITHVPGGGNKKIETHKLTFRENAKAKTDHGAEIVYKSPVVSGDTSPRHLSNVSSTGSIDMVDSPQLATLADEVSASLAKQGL
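His-tagged recombinant human tau (exons 2, 3, 10; 1 uM final) fibrillized with 30 uM sodium octadecylsulfate, 15 h at 37 C, in pH 7.4 HEPES buffer with 10 uM thioflavine S and 5 mM DTT. Reduced ThS fluorescence (450/510 nm) marks activity.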
* hit, by the source's call; [ ] = remark or other dose. Unless noted, the call rests on the fitted dose curve; in most records, active means well fitted curve in the direction sought with a large enough effect; inconclusive means small, poorly fitted or top-dose-only effect, or another doubt; inactive means no such curve, though single readings can be large; an effect the other way counts as inactive or inconclusive. A portion of the library. The share of hits here may be higher or lower than overall.

What do the screens show for `O=C(CSc1nnc(COc2ccc(Cl)cc2)n1Cc1ccco1)c1ccccc1F`?
ERK AVP inh: 9%; 4MU fluor: inactive; Texas Red fluor: inactive; Luciferase inh: -14%; A350 autofl: inactive; HEK293 cAMP ctrl: 25µM*; Casp7 inh: -8%; Fluorescein autfl: inconclusive; Rhodamine autofl: inactive; Casp1 inh: -2%; Tau fil binding: 12%

How did COc1cccc(-n2nnc3c(=O)n(C/C=C/c4ccccc4)cnc32)c1 do in these assays?
Luciferase inh: 1%; HEK293 cAMP ctrl: 9%; Casp7 inh: -3%; Casp1 inh: -6%; Tau fil binding: 29%

Results for CCc1c(C)nc2ncnn2c1N1CCC(C(=O)Nc2ccc(C)cc2)CC1 ?
ERK AVP inh: -26%; 4MU fluor: inactive; Texas Red fluor: inactive; Luciferase inh: 0%; A350 autofl: inactive; HEK293 cAMP ctrl: inconclusive; Casp7 inh: 0%; Fluorescein autfl: inactive; Rhodamine autofl: inactive; Casp1 inh: 0%; Tau fil binding: 7%

Results for O=C(Nc1n[nH]c(C2CCCCC2)n1)C1CCCCC1 ?
ERK AVP inh: -5%; 4MU fluor: inactive; Texas Red fluor: inactive; Luciferase inh: 2%; A350 autofl: inactive; HEK293 cAMP ctrl: -3%; Casp7 inh: 1%; Fluorescein autfl: inconclusive; Rhodamine autofl: inactive; Casp1 inh: 2%; Tau fil binding: -5%

Results for CCN1CCCC1Cn1c(-c2ccccc2)nc2c(NCc3ccccc3)nc(C)nc21 (stereo not given) ?
ERK AVP inh: -15%; HEK293 cAMP ctrl: inconclusive; Casp7 inh: -1%; Casp1 inh: -2%; Tau fil binding: 62%

Results for Cc1c(NC(=O)Nc2c(Cl)cccc2Cl)c(=O)n(-c2ccccc2)n1C ?
ERK AVP inh: 6%[11.5 µM]; 4MU fluor: inactive; Texas Red fluor: inactive; Luciferase inh: 3%[11.4 µM]; A350 autofl: inactive; HEK293 cAMP ctrl: -7%[11.4 µM]; Casp7 inh: -2%[11.5 µM]; Fluorescein autfl: inactive; Rhodamine autofl: inactive; Casp1 inh: -1%[11.5 µM]; Tau fil binding: -5%[11.4 µM]

Results for Cc1ccc(S(=O)(=O)c2nc(C(C)(C)C)oc2N2CCOCC2)cc1 ?
ERK AVP inh: -5%; 4MU fluor: inactive; Texas Red fluor: inactive; Luciferase inh: 2%; A350 autofl: inactive; HEK293 cAMP ctrl: 1%; Casp7 inh: 1%; Fluorescein autfl: inactive; Rhodamine autofl: inactive; Casp1 inh: 1%; Tau fil binding: -1%

How did CCOc1cc2[nH]c(=O)n(CCC(=O)NCCc3ccc(OC)c(OC)c3)c(=O)c2cc1OCC do in these assays?
ERK AVP inh: 2%; 4MU fluor: inconclusive; Texas Red fluor: inactive; Luciferase inh: 0%; A350 autofl: inconclusive; HEK293 cAMP ctrl: 0%; Casp7 inh: -1%; Fluorescein autfl: inactive; Rhodamine autofl: inactive; Casp1 inh: 0%; Tau fil binding: 12%

What do the screens show for `CC(=O)c1cccc(NC(=O)C2CCCN(S(=O)(=O)c3ccccc3)C2)c1` (stereo not given)?
ERK AVP inh: -4%; 4MU fluor: inactive; Texas Red fluor: inactive; Luciferase inh: 2%; A350 autofl: inactive; HEK293 cAMP ctrl: 5%; Casp7 inh: 2%; Fluorescein autfl: inactive; Rhodamine autofl: inactive; Casp1 inh: 3%; Tau fil binding: -10%

Results for O=C(CSc1nnc(SCc2ccc(Cl)cc2)s1)N1CCOCC1 ?
ERK AVP inh: -9%; 4MU fluor: inactive; Texas Red fluor: inactive; Luciferase inh: 13µM*; A350 autofl: inactive; HEK293 cAMP ctrl: inconclusive; Casp7 inh: 0%; Fluorescein autfl: inactive; Rhodamine autofl: inactive; Casp1 inh: 0%; Tau fil binding: 4%

Results for Oc1ccccc1-c1nnc(-c2ccc(C(F)(F)F)cc2)o1 ?
ERK AVP inh: -5%; 4MU fluor: inactive; Texas Red fluor: inactive; Luciferase inh: -8%; A350 autofl: inactive; HEK293 cAMP ctrl: 24%; Casp7 inh: 1%; Fluorescein autfl: inactive; Rhodamine autofl: inactive; Casp1 inh: -1%; Tau fil binding: -10%

What do the screens show for `COc1ncnc2sc(-c3ccccc3)cc12`?
ERK AVP inh: 24%; 4MU fluor: inactive; Texas Red fluor: inconclusive; Luciferase inh: -16%; A350 autofl: inactive; HEK293 cAMP ctrl: inconclusive; Casp7 inh: 0%; Fluorescein autfl: inconclusive; Rhodamine autofl: inactive; Casp1 inh: -1%; Tau fil binding: 10%

What do the screens show for `CCCc1cc(C(N)=O)c(NC(C)=O)s1`?
ERK AVP inh: -23%; 4MU fluor: inactive; Texas Red fluor: inactive; Luciferase inh: 1%; A350 autofl: inconclusive; HEK293 cAMP ctrl: 3%; Casp7 inh: -1%; Fluorescein autfl: inconclusive; Rhodamine autofl: inactive; Casp1 inh: -1%; Tau fil binding: 3%

What do the screens show for `CCOC(=O)c1cnc(SCc2nc(N)nc(Nc3ccccc3)n2)nc1N`?
ERK AVP inh: -19%; 4MU fluor: inactive; Texas Red fluor: inconclusive; Luciferase inh: -14%; A350 autofl: inactive; HEK293 cAMP ctrl: -8%; Casp7 inh: -3%; Fluorescein autfl: inactive; Rhodamine autofl: inactive; Casp1 inh: 2%; Tau fil binding: 58%

Results for Cc1cc(C)n(-c2ccc(C(=O)NC(C)C)cc2)n1 ?
ERK AVP inh: 3%; 4MU fluor: inactive; Texas Red fluor: inactive; Luciferase inh: 3%; A350 autofl: inactive; HEK293 cAMP ctrl: -1%; Casp7 inh: -1%; Fluorescein autfl: inconclusive; Rhodamine autofl: inactive; Casp1 inh: 1%; Tau fil binding: 10%

Grouped by structure, the entries above containing a thiophene ring, fused or not.
What do the screens show for `COc1ncnc2sc(-c3ccccc3)cc12`?
ERK AVP inh: 24%; 4MU fluor: inactive; Texas Red fluor: inconclusive; Luciferase inh: -16%; A350 autofl: inactive; HEK293 cAMP ctrl: inconclusive; Casp7 inh: 0%; Fluorescein autfl: inconclusive; Rhodamine autofl: inactive; Casp1 inh: -1%; Tau fil binding: 10%

What do the screens show for `CCCc1cc(C(N)=O)c(NC(C)=O)s1`?
ERK AVP inh: -23%; 4MU fluor: inactive; Texas Red fluor: inactive; Luciferase inh: 1%; A350 autofl: inconclusive; HEK293 cAMP ctrl: 3%; Casp7 inh: -1%; Fluorescein autfl: inconclusive; Rhodamine autofl: inactive; Casp1 inh: -1%; Tau fil binding: 3%

Next records:
Results for NC(=O)C1CCN(C(=O)c2cc(S(=O)(=O)N3CCOCC3)c(Cl)cc2Cl)CC1 ?
ERK AVP inh: 18%; 4MU fluor: inactive; Texas Red fluor: inactive; Luciferase inh: 4%; A350 autofl: inactive; HEK293 cAMP ctrl: 5%; Casp7 inh: 1%; Fluorescein autfl: inconclusive; Rhodamine autofl: inactive; Casp1 inh: 2%; Tau fil binding: -26%

Results for CCn1c(SCC(=O)Nc2ccc(N3CCOCC3)c(Cl)c2)nnc1-c1ccc(N)cc1 ?
ERK AVP inh: -3%; 4MU fluor: inactive; Texas Red fluor: inactive; Luciferase inh: 13µM*; A350 autofl: inactive; HEK293 cAMP ctrl: -9%; Casp7 inh: 1%; Fluorescein autfl: inactive; Rhodamine autofl: inactive; Casp1 inh: 0%; Tau fil binding: 9%

Results for Nc1c(S(=O)(=O)c2ccccc2)nnn1-c1ccccc1 ?
ERK AVP inh: 20%; 4MU fluor: inconclusive; Texas Red fluor: inactive; Luciferase inh: 1%; A350 autofl: inconclusive; HEK293 cAMP ctrl: 3%; Casp7 inh: 1%; Fluorescein autfl: inactive; Rhodamine autofl: inactive; Casp1 inh: -1%; Tau fil binding: -2%

Results for CC1(C)C2CCC1(CS(=O)(=O)N1CCCc3ccccc31)C(=O)C2 (stereo not given) ?
ERK AVP inh: -7%; 4MU fluor: inactive; Texas Red fluor: inconclusive; Luciferase inh: 1%; A350 autofl: inconclusive; HEK293 cAMP ctrl: 20%; Casp7 inh: -1%; Fluorescein autfl: inconclusive; Rhodamine autofl: inactive; Casp1 inh: -2%; Tau fil binding: -19%

What do the screens show for `CN(C)c1ncc(C(=O)O)cn1`?
ERK AVP inh: 3%; 4MU fluor: inconclusive; Texas Red fluor: inconclusive; Luciferase inh: 0%; A350 autofl: 1.3e-08M*; HEK293 cAMP ctrl: 5%; Casp7 inh: 0%; Fluorescein autfl: inconclusive; Rhodamine autofl: inactive; Casp1 inh: -1%; Tau fil binding: 10%

How did CN(C)C(=O)c1ccc(-c2cncnc2N(C)Cc2ccco2)cc1 do in these assays?
ERK AVP inh: -3%; 4MU fluor: inactive; Texas Red fluor: inactive; Luciferase inh: -1%[2.29 µM]; A350 autofl: inactive; HEK293 cAMP ctrl: 10%; Casp7 inh: -6%; Fluorescein autfl: inconclusive; Rhodamine autofl: inactive; Casp1 inh: 0%; Tau fil binding: 7%

How did CCc1sc(NC(=O)CN2CCOCC2)nc1-c1ccccc1 do in these assays?
ERK AVP inh: -15%; 4MU fluor: inactive; Texas Red fluor: inconclusive; Luciferase inh: -1%; A350 autofl: inactive; HEK293 cAMP ctrl: -5%; Casp7 inh: -1%; Fluorescein autfl: inactive; Rhodamine autofl: inactive; Casp1 inh: 1%; Tau fil binding: -8%
